FUS yeast rescue = qHTS for Suppressors of FUS Proteinopathy: Primary screen using FUS-linked yeast assay | S. cerevisiae FUS-expressing, growth rescue, OD600, 24 h | Potency, µM (doses to about 76.6 µM), without a hit: at the highest dose growth rescue (activation), usual class: activators | actives 0.24% (n = 390,000) | AID 1347120, 2019;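 also: potency is read from the fitted curve at half-maximal effect; plate controls were DMSO vehicle for no effect and reference control for full effect; nearly all actives have a fitted effect of over 55% in size; some results filed as inactive show a strong effect at the top dose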
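S. cerevisiae expressing FUS from galactose induction served as the toxicity model. Growth after 24hr at 30C, read as absorbance at 600 nm, indicates suppression of toxicity; compounds dosed at several concentrations.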
EPAC1 agonist = qHTS for Agonist of cAMP-regulated guanine nucleotide exchange factor 3 (EPAC1): primary screen. Rap guanine nucleotide exchange factor 3 (Homo sapiens), O95398. EPAC1 agonist qHTS, biochemical assay; response scale: 100% = response to 6.5 mM cAMP. Potency, µM (highest dose often 154 µM), for the others: top-dose activation, actives largely listed as activators. actives 0.073% (n = 360,000). AID 720707, 2013; also: potency is read from the fitted curve at half-maximal effect; nearly all actives have a fitted effect of over 60% in size
Target sequence (O95398 whole entry, looked up): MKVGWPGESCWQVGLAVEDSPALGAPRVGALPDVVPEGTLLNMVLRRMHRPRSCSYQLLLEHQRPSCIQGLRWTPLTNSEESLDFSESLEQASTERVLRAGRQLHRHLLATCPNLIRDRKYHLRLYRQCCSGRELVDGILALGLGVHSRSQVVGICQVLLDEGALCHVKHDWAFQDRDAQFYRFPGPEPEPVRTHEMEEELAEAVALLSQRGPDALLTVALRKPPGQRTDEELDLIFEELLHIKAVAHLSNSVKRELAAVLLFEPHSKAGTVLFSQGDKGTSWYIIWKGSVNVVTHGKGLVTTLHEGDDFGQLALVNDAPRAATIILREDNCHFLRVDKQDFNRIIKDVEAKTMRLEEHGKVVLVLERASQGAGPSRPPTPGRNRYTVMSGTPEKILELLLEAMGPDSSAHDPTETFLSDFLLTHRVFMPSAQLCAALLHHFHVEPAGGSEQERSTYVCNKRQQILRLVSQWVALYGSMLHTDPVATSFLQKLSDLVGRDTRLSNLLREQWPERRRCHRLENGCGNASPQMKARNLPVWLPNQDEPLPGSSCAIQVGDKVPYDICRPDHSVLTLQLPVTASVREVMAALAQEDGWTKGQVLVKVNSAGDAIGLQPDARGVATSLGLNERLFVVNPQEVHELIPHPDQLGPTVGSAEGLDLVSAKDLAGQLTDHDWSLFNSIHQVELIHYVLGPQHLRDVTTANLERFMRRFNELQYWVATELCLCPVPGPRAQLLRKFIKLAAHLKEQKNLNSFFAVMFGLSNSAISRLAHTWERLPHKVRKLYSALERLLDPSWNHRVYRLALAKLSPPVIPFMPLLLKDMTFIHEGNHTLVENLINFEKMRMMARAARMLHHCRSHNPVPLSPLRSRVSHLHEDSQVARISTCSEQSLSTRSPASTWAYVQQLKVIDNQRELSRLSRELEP
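Nucleotide exchange by EPAC1 (100 nM) on Rap1B–BODIPY-GDP (250 nM) in the presence of 50 uM GDP is tracked fluorescently at 480/540 nm over 30 min. Signals are normalized to a 6.5 mM cAMP control.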
Abeta rescue = qHTS for compounds that reverse cellular toxicity of Amyloid beta (A-beta) peptide in yeast: Primary Screen | actives 0.063% (n = 410,000) | Potency, µM (top dose mostly 46.1 µM), for the others: top-dose growth rescue, most hits filed as activators | yeast expressing A-beta42, growth rescue, OD600, 48 h; response scale: 0% DMSO, 100% iron-clioquinol control; also: potency is read from the fitted curve at half-maximal effect; nearly all actives have a fitted effect of over 55% in size
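Yeast growth medium received pinned compounds, then yeast cells expressing toxic A-beta were added; plates incubated at 30 C for 48 hr. Growth read as absorbance at 600 nm, normalized to DMSO and equimolar FeCl3 plus clioquinol controls.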
EPAC1 antagonist = qHTS for Antagonist of cAMP-regulated guanine nucleotide exchange factor 3 (EPAC1): primary screen | actives 0.14% (n = 360,000) | AID 720709, 2013 | EPAC1 GEF assay, Rap1b-BODIPY-GDP exchange fluorescence | Potency, µM (top dose mostly 115 µM), for inactives: top-dose activity change, negative = inhibition, hits mostly inhibitors | Rap guanine nucleotide exchange factor 3 (Homo sapiens), O95398;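 also: potency is read from the fitted curve at half-maximal effect; plate controls were vehicle for no effect and positive control for full effect; nearly all actives have a fitted effect of over 50% in size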
WRN inhibitor = qHTS for Inhibitors of WRN Helicase | Bifunctional 3'-5' exonuclease/ATP-dependent helicase WRN (Homo sapiens), Q14191 | WRN helicase unwinding, fluorescent forked duplex, kinetic | Potency, µM (series often up to 114 µM), for the others: top-dose activity change, negative = inhibition, usual class: inhibitors | actives 0.46% (n = 360,000); also: potency is read from the fitted curve at half-maximal effect; % is scaled to controls: 0 for no effect and ±100 for the full control effect; nearly all actives have a fitted effect of over 55% in size
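Enzyme (20 nM final) and test compound sit together 15 min at room temperature before substrate addition. Substrate is a single-forked duplex oligonucleotide (100 nM) labelled with fluorophore and quencher, with 2 mM ATP; helicase unwinding raises red fluorescence, read kinetically.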
IL2 activator = qHTS of IL-2 Activators; IL-2 activation reporter assay, cell-based qHTS; stimulated with anti-CD3/CD4/CD28 beads; in transgenic mouse T cells; activation, % (series mostly up to about 46 µM); actives 0.065% (n = 360,000); AID 652025, 2013; in the data active = activation above about 50%; also: 0% is about no effect
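Using fluorescent plate cytometry, EGFP and DsRed are detected in transgenic mouse T cells stimulated 18 h at 37 degrees C with antibody-coated beads after 60 min compound pretreatment.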
PI5P4Ka inh = qHTS for Inhibitors of phosphatidylinositol 5-phosphate 4-kinase (PI5P4K); Phosphatidylinositol 5-phosphate 4-kinase type-2 alpha (Homo sapiens), P48426; PI5P4Kalpha enzyme, ADP-Glo luminescence, 60 min; stronger effect = lower value; max response, %; actives 1.2% (n = 330,000); active = max response of -50% or lower; also: value at the top dose of about 77 µM; % is scaled to controls: 0 for no effect and ±100 for the full control effect
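qHTS, 1536-well: enzyme/substrate mix, compound by pin tool, 5 microM ATP final; RT 60 min; ADP-Glo reagents 1 (45 min) then 2 (30 min); luminescence.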
PLK1 PBD block = qHTS for Inhibitors of PLK1-PDB (polo-like kinase 1 - polo-box domain): Primary Screen. Potency, µM, for inactives: max response, negative = inhibition, usual class: inhibitors. actives 2.8% (n = 360,000). AID 720504, 2013. Plk1 PBD binding of FITC phosphopeptide, fluorescence polarization. Serine/threonine-protein kinase PLK1 (Homo sapiens), P53350; also: potency is read from the fitted curve at half-maximal effect; series mostly up to about 57 µM; % is scaled to controls: 0 for no effect and ±100 for the full control effect; nearly all actives have a fitted effect of over 65% in size
aSyn rescue = qHTS of alpha-syn Inhibitors; Yeast expressing alpha-synuclein, growth rescue, BacTiter-Glo, 24 h; actives 0.14% (n = 370,000); Potency, µM (highest dose often 46.1 µM), for the others: at the top dose growth rescue (activation), most hits filed as activators; also: potency is read from the fitted curve at half-maximal effect; % of control where 0% means no effect; nearly all actives have a fitted effect of over 65% in size
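Readout is rescue of growth in alpha-synuclein-expressing yeast, so inhibitors of toxicity appear as activators. Growth after 24 hr at 30 deg C in galactose medium is quantified by luminescence.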
* marks the source's active call; other numbers are inactive results. Unless noted, calls follow the shape of the dose curve; as a rule, active = well fitted curve in the direction sought with a large enough effect; inconclusive = small, poorly fitted or top-dose-only effect, or another doubt; inactive = no such curve, though single readings can be large; an effect the other way counts as inactive or inconclusive. Compounds as they come. About 4.1% of those tested had a hit in this group.

Results for COc1ccc2oc(C(=O)OCC(=O)N3CCCC3=O)c(C)c2c1 ?
FUS yeast rescue: -10%; EPAC1 agonist: 2%; Abeta rescue: 14%; EPAC1 antagonist: 13%; WRN inhibitor: 6%; IL2 activator: -0.8; PI5P4Ka inh: 4; PLK1 PBD block: 0%; aSyn rescue: 0%

How did CN(Cc1nc(-c2ccccn2)no1)S(=O)(=O)c1ccc(Cl)cc1 do in these assays?
FUS yeast rescue: 23%; EPAC1 agonist: 8%; Abeta rescue: 4%; EPAC1 antagonist: -7%; WRN inhibitor: 9%; IL2 activator: 1.0; PLK1 PBD block: -13%; aSyn rescue: -1%

How did Cc1cc(S(=O)(=O)NCc2ccccc2)ccc1OCC(=O)NCc1ccncc1 do in these assays?
FUS yeast rescue: 12%; EPAC1 agonist: -17%; Abeta rescue: -1%; EPAC1 antagonist: 6%; WRN inhibitor: 5%; IL2 activator: 0.1; PI5P4Ka inh: 1; PLK1 PBD block: 4%; aSyn rescue: -2%

Results for Cc1ccc(/C=C/C(=O)O)cc1S(=O)(=O)N(C)CCO ?
EPAC1 agonist: -1%; Abeta rescue: -7%; EPAC1 antagonist: 4%; WRN inhibitor: -14%; IL2 activator: -0.1; PI5P4Ka inh: -64*; PLK1 PBD block: -27%; aSyn rescue: -7%

How did N#CCSc1nnc2c(Cl)cc(Cl)cn12 do in these assays?
FUS yeast rescue: -3%; EPAC1 agonist: -2%; Abeta rescue: 12%; EPAC1 antagonist: -4%; WRN inhibitor: 0%; IL2 activator: -2.2; PLK1 PBD block: -8%; aSyn rescue: 5%

How did O=C(CCC1CCN(C(=O)CC2=CCCCC2)CC1)NCc1ccc(F)cc1 do in these assays?
FUS yeast rescue: -6%; EPAC1 agonist: -13%; Abeta rescue: 2%; EPAC1 antagonist: 6%; WRN inhibitor: 10%; IL2 activator: -2.5; PI5P4Ka inh: 0; PLK1 PBD block: 4%; aSyn rescue: -7%

How did CC(C)Oc1snc(Cl)c1C(N)=O do in these assays?
FUS yeast rescue: -19%; EPAC1 agonist: 16%; Abeta rescue: 1%; EPAC1 antagonist: 8%; WRN inhibitor: -6%; IL2 activator: 0.8; PI5P4Ka inh: -5; PLK1 PBD block: -10%; aSyn rescue: 0%

What do the screens show for `C#CC1(O)CC(C)N(C)C(C)C1` (stereo not drawn)?
FUS yeast rescue: 19%; EPAC1 agonist: 1%; Abeta rescue: 10%; EPAC1 antagonist: -1%; WRN inhibitor: 5%; IL2 activator: -2.7; PI5P4Ka inh: -1; PLK1 PBD block: -4%; aSyn rescue: 0%

What do the screens show for `Cc1cc2ncn(C(=O)c3c(-c4ccccc4)noc3C)c2cc1C`?
FUS yeast rescue: -5%; EPAC1 agonist: 30%; Abeta rescue: 26%; EPAC1 antagonist: -14%; WRN inhibitor: -11%; IL2 activator: -0.6; PLK1 PBD block: 4%; aSyn rescue: 13%

What do the screens show for `O=C(NCC1CCCO1)c1ccc2c(c1)N(Cc1ccccc1)C(=O)CS2=O` (stereo not drawn)?
FUS yeast rescue: 17%; EPAC1 agonist: 1%; Abeta rescue: 4%; EPAC1 antagonist: -11%; WRN inhibitor: -1%; IL2 activator: -2.6; PI5P4Ka inh: -29; PLK1 PBD block: 7.5µM*; aSyn rescue: 7%

What do the screens show for `COc1cccc(-c2nc(CS(=O)(=O)CC(=O)Nc3c(C)cccc3C)c(C)o2)c1`?
FUS yeast rescue: 5%; EPAC1 agonist: -15%; Abeta rescue: -2%; EPAC1 antagonist: -7%; WRN inhibitor: -2%; IL2 activator: -3.6; PI5P4Ka inh: -3; PLK1 PBD block: -12%; aSyn rescue: 4%

Results for CCOC(=O)C1=C(C)NC(C)=C(C(=O)OCC)C1C(=O)OCC(=O)N(CC)C1CCS(=O)(=O)C1 (stereo not drawn) ?
FUS yeast rescue: 14%; EPAC1 agonist: -6%; Abeta rescue: -10%; EPAC1 antagonist: -15%; WRN inhibitor: -6%; IL2 activator: 3.5; PI5P4Ka inh: 3; PLK1 PBD block: -5%; aSyn rescue: -1%

Results for COc1ccc(CN2C(=O)CSCC2(C)C(=O)Nc2ccc3c(c2)OCCO3)cc1 (stereo not drawn) ?
FUS yeast rescue: 11%; EPAC1 agonist: 5%; Abeta rescue: 2%; EPAC1 antagonist: 0%; WRN inhibitor: 4%; IL2 activator: -0.5; PI5P4Ka inh: 2; PLK1 PBD block: -6%; aSyn rescue: -2%

How did O=C(Cc1ccc(Cl)cc1)OCc1nnc(-c2ccccc2)o1 do in these assays?
FUS yeast rescue: -2%; EPAC1 agonist: -2%; Abeta rescue: 5%; EPAC1 antagonist: -7%; WRN inhibitor: -2%; IL2 activator: -1.1; PI5P4Ka inh: 2; PLK1 PBD block: -15%; aSyn rescue: 5%

How did CCc1ccc(CN2CCC(C(=O)Nc3cccc(-c4nnc(C)s4)c3)CC2)o1 do in these assays?
EPAC1 agonist: 6%; Abeta rescue: -13%; EPAC1 antagonist: 0%; WRN inhibitor: -7%; IL2 activator: -3.1; PI5P4Ka inh: 7; PLK1 PBD block: -20%; aSyn rescue: 0%

Ordered by count of non-hydrogen atoms (ascending): part of the list above
How did CC(C)Oc1snc(Cl)c1C(N)=O do in these assays?
FUS yeast rescue: -19%; EPAC1 agonist: 16%; Abeta rescue: 1%; EPAC1 antagonist: 8%; WRN inhibitor: -6%; IL2 activator: 0.8; PI5P4Ka inh: -5; PLK1 PBD block: -10%; aSyn rescue: 0%

How did CN(Cc1nc(-c2ccccn2)no1)S(=O)(=O)c1ccc(Cl)cc1 do in these assays?
FUS yeast rescue: 23%; EPAC1 agonist: 8%; Abeta rescue: 4%; EPAC1 antagonist: -7%; WRN inhibitor: 9%; IL2 activator: 1.0; PLK1 PBD block: -13%; aSyn rescue: -1%

What do the screens show for `COc1cccc(-c2nc(CS(=O)(=O)CC(=O)Nc3c(C)cccc3C)c(C)o2)c1`?
FUS yeast rescue: 5%; EPAC1 agonist: -15%; Abeta rescue: -2%; EPAC1 antagonist: -7%; WRN inhibitor: -2%; IL2 activator: -3.6; PI5P4Ka inh: -3; PLK1 PBD block: -12%; aSyn rescue: 4%

The results go on.
Results for Cc1c(NC(=O)c2ccc(Br)s2)c(=O)n(-c2ccccc2)n1C ?
FUS yeast rescue: 0%; EPAC1 agonist: -9%; Abeta rescue: 5%; EPAC1 antagonist: 3%; WRN inhibitor: -11%; IL2 activator: -0.1; PI5P4Ka inh: 3; PLK1 PBD block: -10%; aSyn rescue: 4%

How did CC(C)[C@@H](C(=O)N[C@@H](C(=O)O)c1ccccc1)N1C(=O)N2CCc3c([nH]c4ccccc34)[C@@]2(C)C1=O do in these assays?
FUS yeast rescue: -3%; EPAC1 agonist: -14%; Abeta rescue: -14%; EPAC1 antagonist: 4%; WRN inhibitor: -2%; IL2 activator: 1.2; PI5P4Ka inh: -3; PLK1 PBD block: 1%; aSyn rescue: 1%

How did C=CCOc1ccn(C)c(=O)n1 do in these assays?
FUS yeast rescue: -26%; EPAC1 agonist: -13%; Abeta rescue: -5%; EPAC1 antagonist: 2%; WRN inhibitor: -2%; IL2 activator: -2.6; PI5P4Ka inh: 9; PLK1 PBD block: -4%; aSyn rescue: -1%

Results for COc1ccccc1/C=C1\SC(=S)N(CCC(=O)NCCCn2ccnc2)C1=O ?
FUS yeast rescue: 2%; EPAC1 agonist: 2%; Abeta rescue: 4%; EPAC1 antagonist: -22%; WRN inhibitor: 0%; IL2 activator: 1.9; PI5P4Ka inh: -2; PLK1 PBD block: -11%; aSyn rescue: -10%

How did COc1ccc(NC2=C3CC(C)CC=C3N(c3ccc(OC)cc3)C2=O)cc1 (stereo not drawn) do in these assays?
FUS yeast rescue: 8%; EPAC1 agonist: -4%; Abeta rescue: -4%; EPAC1 antagonist: 16%; WRN inhibitor: -1%; IL2 activator: -1.5; PI5P4Ka inh: 2; PLK1 PBD block: -1%; aSyn rescue: 14%

Results for CCCc1nnc(NC(=O)CCC(=O)N2CCN(c3nc(C)cc(C)n3)CC2)s1 ?
FUS yeast rescue: -11%; EPAC1 agonist: 7%; Abeta rescue: 9%; EPAC1 antagonist: 3%; WRN inhibitor: -3%; IL2 activator: 0.6; PI5P4Ka inh: 1; PLK1 PBD block: -9%; aSyn rescue: 0%

How did CCOc1ccccc1N1CCN(Cc2cccc(OC)c2O)CC1 do in these assays?
FUS yeast rescue: 13%; EPAC1 agonist: -5%; Abeta rescue: 6%; EPAC1 antagonist: 10%; WRN inhibitor: -1%; IL2 activator: -3.3; PLK1 PBD block: 1%; aSyn rescue: -17%

What do the screens show for `CCOc1ccc(NC(=O)C2CCC(CNc3c(N4CCOCC4)c(=O)c3=O)CC2)cc1` (stereo not drawn)?
FUS yeast rescue: -5%; EPAC1 agonist: -14%; Abeta rescue: -17%; EPAC1 antagonist: -19%; WRN inhibitor: 5%; IL2 activator: -0.2; PI5P4Ka inh: 2; PLK1 PBD block: -12%; aSyn rescue: -1%
